Screens: PubChem BioAssay, several laboratories
MsrA inh: bovine MsrA enzyme inhibitors, primary screen, biochemical, absorbance, HTS. Methionine sulfoxide reductase A (Bos taurus). purified bovine MsrA, absorbance read-out. inhibition, % at 15.5 µM. actives 0.75% (n = 360,000); in the data active = inhibition above about 4.5%;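 note: 0% = vehicle wells with enzyme and 100% = reference inhibitor wells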
SKN-1 block: suppressors of acrylamide-induced Pgst-4::GFP reporter in worms, primary screen, SKN-1 inhibitor project, whole organism, uHTS, GFP/RFP fluorescence ratio, strain VP596; C. elegans VP596 Pgst-4::GFP/RFP ratio, 24 h; inhibition, % at 21.8 µM; actives 0.49% (n = 360,000); AID 624304, 2012;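 active = interference check ratio from 0.5 to 1.5 plus GFP to RFP signal ratio inhibition reaching or exceeding a fixed threshold, cut at about 30% in these data, passing the limit was not always enough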; note: some compounds called inactive have numbers as strong as hits
Tb MetRS inh: T. brucei MetRS inhibitors, primary screen, biochemical, luminescence; inhibition, % at 11.9 µM; actives 0.4% (n = 360,000); AID 624268, 2012; methionyl-tRNA synthetase (Trypanosoma brucei brucei); purified T. brucei MetRS, ATP depletion, Kinase-Glo luminescence;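 active = inhibition above a per-plate cutoff of the control wells' mean inhibition plus 3 SD, cut at about 5.5% in these data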;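 note: 0% = DMSO wells median and 100% = median of wells with control inhibitor compound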
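Test system – parasite MetRS enzyme · Reagent – substrates ATP, L-methionine and bulk Escherichia coli tRNA · Doses – 11.9 µM compound single dose, 0.9% DMSO · Times – 15 min enzyme-compound preincubation, 2 h reaction, 10 min detection, 25 °C · Signal – Kinase-Glo luminescence, ATP depletion format · Controls – DMSO-only wells as low control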
MsrA act: bovine MsrA enzyme activators, primary screen, biochemical, absorbance, HTS; actives 0.3% (n = 360,000); AID 602163, 2012; activation, % at 10.6 µM; purified bovine MsrA, absorbance read-out; in the data active = activation above about 7.5%;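 note: 0% = vehicle and 100% = reference activator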
MT1-MMP act inh: blockers of MT1-MMP proenzyme processing, primary screen, HT1080 RFP-PRO-GFP cells, GFP/RFP fluorescence; GFP/RFP ratio fluorescence, overnight; percent of plate control window, DMSO zero; AID 651647, 2012; GFP/RFP ratio change, % at 20 µM; Matrix metalloproteinase-14 (Homo sapiens), P50281; actives 0.061% (n = 360,000);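 active = GFP/RFP ratio change of at least 30% with cell ATP level not reduced by more than half and red fluorescence within 50% of control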; note: strong numbers were not always called active
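Material – HT1080 RFP-PRO-GFP cells · Control set – DMSO wells and RFP-L50D-GFP cells · Incubation – overnight cell settling, then overnight compound exposure, 37 °C, 5% CO2 · Compound dosing – single-point 20 µM compound, 1% DMSO · Read-out – GFP/RFP fluorescence ratio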
FAS TE block: FAS thioesterase domain inhibitors, primary screen, biochemical, fluorescence intensity, uHTS | Fatty acid synthase (Homo sapiens), P49327 | recombinant FAS-TE, OMFH fluorogenic substrate, fluorescence endpoint | inhibition, % at 15 µM | actives 0.67% (n = 360,000);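 active = compounds whose normalised, plate-corrected inhibition of enzyme fluorescence in the single-dose primary screen is 50% or more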;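 note: 0% = DMSO with enzyme and 100% = substrate without enzyme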
eLon inh: inhibitors of E. coli Lon protease, primary screen, biochemical, fluorescence polarization | AID 602123, 2011 | purified E. coli Lon protease | actives 0.42% (n = 360,000) | inhibition, % at 7.94 µM; in the data active = inhibition above about 13%, passing the limit was not always enough;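 note: 0% = enzyme with probe and DMSO and 100% = no enzyme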
Target sequence (P0A9M0 whole entry, looked up): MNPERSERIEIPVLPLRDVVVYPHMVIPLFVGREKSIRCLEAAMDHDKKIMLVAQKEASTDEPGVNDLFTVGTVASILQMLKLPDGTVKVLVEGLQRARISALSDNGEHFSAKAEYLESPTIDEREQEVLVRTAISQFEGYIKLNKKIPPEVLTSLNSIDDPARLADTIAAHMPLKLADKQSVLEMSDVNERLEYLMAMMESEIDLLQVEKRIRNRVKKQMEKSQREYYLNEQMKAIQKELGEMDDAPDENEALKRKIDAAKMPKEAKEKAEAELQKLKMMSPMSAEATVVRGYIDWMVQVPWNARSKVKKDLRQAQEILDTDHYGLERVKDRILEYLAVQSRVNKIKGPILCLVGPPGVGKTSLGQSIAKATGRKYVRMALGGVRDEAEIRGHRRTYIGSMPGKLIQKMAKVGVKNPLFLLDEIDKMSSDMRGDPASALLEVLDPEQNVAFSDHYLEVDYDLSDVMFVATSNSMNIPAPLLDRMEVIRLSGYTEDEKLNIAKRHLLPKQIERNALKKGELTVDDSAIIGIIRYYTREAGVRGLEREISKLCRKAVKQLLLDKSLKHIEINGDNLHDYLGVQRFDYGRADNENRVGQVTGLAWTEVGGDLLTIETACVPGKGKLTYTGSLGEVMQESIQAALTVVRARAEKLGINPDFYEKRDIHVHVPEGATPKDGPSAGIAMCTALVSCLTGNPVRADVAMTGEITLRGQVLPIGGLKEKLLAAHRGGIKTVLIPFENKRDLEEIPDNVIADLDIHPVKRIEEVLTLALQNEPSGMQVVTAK
NRP1-CendR mod: modulators of CendR peptide binding to NRP-1, primary screen, biochemical, fluorescence polarization, uHTS | actives 0.85% (n = 360,000) | inhibition, % at 25 µM | AID 602438, 2012 | FAM-RPARPAR peptide binding to NRP-1 | Neuropilin-1 (Homo sapiens), O14786;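 active = inhibition or corrected inhibition above about 18%, plus a signal ratio from 0.5 to 1.5, limit read from the data, passing the limit was not always enough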; note: strong numbers were not always called active
PABP1 MLLE inh: inhibitors of PABP1 MLLE–PAM2 peptide binding, primary screen, biochemical, fluorescence polarization, FITC-PAM2, GST-MLLE | Polyadenylate-binding protein 1 (Homo sapiens), P11940 | inhibition, % at 20 µM | actives 0.36% (n = 360,000) | AID 588489, 2011; in the data active = inhibition above about 35%, passing the limit was not always enough;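 note: plate controls were DMSO wells with GST-MLLE for no effect and wells lacking GST-MLLE protein for full effect; some results filed as inactive read as strong as hits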
An asterisk follows results filed as active; / = not tested or not shown.

SMILES | MsrA inh | SKN-1 block | Tb MetRS inh | MsrA act | MT1-MMP act inh | FAS TE block | eLon inh | NRP1-CendR mod | PABP1 MLLE inh
COc1cc2[nH]c(=O)n(CCCCCC(=O)NC3CCCC3)c(=O)c2cc1OC | 1.4 | 16.1 | -0.3 | -0.9 | 1.5 | -0.3 | -2.1 | 5.5 | -3.0
O=C(O)c1nnn(-c2ccc(F)cc2F)c1-c1ccccc1 | 0.8 | -13.3 | -0.7 | -4.3 | -0.9 | -3.9 | 10.8 | 2.4 | -6.0
O=C(Nc1ccc2c(c1)nc1n2CCN(C2CCCCC2)C1)c1ccco1 | 0.7 | 10.6 | 0.4 | -4.8 | -8.0 | 3.7 | -1.2 | -34.2 | -29.4
Cc1c(NC(=O)c2cc(C3CC3)on2)c(=O)n(-c2ccccc2)n1C | -0.7 | 9.0 | 0.2 | -3.0 | 0.2 | 0.4 | -2.8 | -9.2 | -16.4
COc1ccc(N2CCC(CNC(=S)Nc3cc(C)cc(C)c3)C2)cc1 (stereo not given) | 1.5 | -1.4 | -0.8 | -2.9 | 12.3 | -8.7 | 8.4 | -10.4 | -27.0
CCOC(=O)c1ccc(N2CSC3=C(C#N)C(c4ccc(OC)cc4OC)CC(=O)N3C2)cc1 (stereo not given) | 0.4 | 5.8 | 0.3 | -10.4 | 0.0 | 19.1 | -6.1 | 5.8 | -105.6
Cn1nc(C(F)(F)F)c(-c2ccc(F)cc2)c1NC(=O)c1ccco1 | -1.4 | 1.1 | 0.1 | -3.7 | 1.2 | -0.2 | 11.1 | 1.7 | 0.8
Cc1c(Br)c([N+](=O)[O-])nn1CCCC(=O)Nc1sc2c(c1C(N)=O)CCC(C)C2 (stereo not given) | 0.2 | -6.5 | -0.3 | 0.1 | 0.3 | 0.6 | -0.1 | -16.0 | 15.2
O=C(/C=C/c1ccc(Cl)c([N+](=O)[O-])c1)Nc1cccc(NC(=O)c2ccco2)c1 | 1.7 | 11.2 | -0.1 | -10.2 | -0.2 | 34.8 | -6.2 | -1.6 | -38.4
COc1ccc(-c2noc(CSc3nnc(CCc4ccccc4)n3-c3ccccc3)n2)cc1OC | -0.4 | 6.6 | 0.3 | 0.3 | -4.5 | 20.3 | -10.8 | -4.8 | -8.8
O=C1CCCCC1(CCc1ccncc1)CCc1ccncc1 | -0.6 | 16.5 | -0.2 | -3.0 | -1.7 | -2.8 | -3.5 | 7.3 | 0.3
O=C(NCc1c(F)cccc1F)c1cc(COc2c(F)cccc2F)on1 | -1.7 | 5.0 | -1.1 | -12.3 | -2.7 | 11.3 | -1.2 | -2.7 | -0.1
O=C1NC[C@@H](Cc2ccc(O)cc2)N(CCc2cccc3ccccc23)C1=O | 0.3 | 1.7 | -0.2 | 0.7 | -4.4 | -6.5 | -13.0 | 17.1 | 6.7
CN(C)c1nc(N(C)C)nc(N2CC(CCl)OC2=N)n1 (stereo not given) | -0.2 | 3.3 | -1.2 | -1.0 | 1.0 | -7.3 | -8.5 | 4.1 | 8.6
CCC(C)[C@H](NC(=O)[C@@H]1Cc2ccccc2CN1)C(=O)NCc1ccc(C)cc1 (stereo not given in full) | 0.7 | 2.7 | 0.0 | 1.4 | -1.2 | 0.0 | -7.4 | -2.3 | -8.7

(cont.)
SMILES | MsrA inh | SKN-1 block | Tb MetRS inh | MsrA act | MT1-MMP act inh | FAS TE block | eLon inh | NRP1-CendR mod | PABP1 MLLE inh
CC(C)Cn1cnc2c1c(=O)n(CC(=O)N(C)C)c(=O)n2Cc1ccccc1 | 1.0 | -13.3 | -1.6 | -9.4 | -2.2 | -5.0 | -0.2 | 5.6 | 2.6
CCCC(=O)N(CCN1CCOCC1)c1nc2c(OC)ccc(C)c2s1 | 0.8 | 15.8 | -0.4 | -4.3 | -1.8 | -0.4 | -1.8 | 10.5 | -4.0
Cc1cccc(-n2ncc3c(=O)[nH]c(SCC(=O)NCCC4=CCCCC4)nc32)c1 | -0.9 | 0.8 | -0.1 | -0.1 | -5.3 | -2.7 | -12.2 | 3.3 | -17.6
Cn1c(SCC(=O)Nc2cccc(F)c2)nc2c(c1=O)SCC2 | 1.2 | 10.2 | 0.1 | -3.9 | -0.7 | 1.9 | 6.6 | 0.2 | 12.9
COCCSc1ccccc1C(=O)Nc1ccccc1C#N | 2.5 | 0.9 | 0.5 | -5.3 | 0.3 | -4.8 | 1.7 | 2.0 | 5.2
CCn1c(N2CCN(S(=O)(=O)c3ccccc3)CC2)nc2ccccc21 | 2.5 | 9.9 | -0.4 | 1.6 | -4.3 | 0.4 | -3.5 | 7.8 | 1.3
COc1ccc(-c2cn[nH]c2-c2ccc(OCc3ccc([N+](=O)[O-])cc3)cc2O)cc1OC | 0.6 | 3.6 | -0.7 | -3.9 | -5.7 | 11.9 | 8.3 | -2.1 | 19.3
CN(C)Cc1c(O)ccc2occ(C(=O)c3ccc(F)cc3)c12 | -1.0 | -1.0 | 0.2 | -2.3 | 4.8 | -5.6 | -2.2 | 10.4 | -13.8
Cc1ccc(C2CCN(C(=O)Nc3ccccc3)C2)cc1 (stereo not given) | -0.2 | 8.8 | -0.6 | 4.4 | 2.9 | 5.8 | 1.1 | 1.3 | 5.2
CC1CCCN(C(=S)NC2CCCC2)C1 (stereo not given) | 2.5 | 2.8 | -0.2 | -1.2 | 3.2 | -0.9 | -1.9 | 3.2 | -110.7
COc1ccc(O)c(-c2cc(C(F)(F)C(F)F)nc(-c3ccccc3)n2)c1 | -0.3 | 0.6 | -1.1 | 4.7 | 0.9 | 21.0 | 3.6 | 7.3 | -6.8
CC(C)(C)OC(=O)C[C@@H]1C/C=C\C[C@H](CC(=O)NCCO)C(=O)N2CCC[C@H]2COC1=O | 0.7 | -9.6 | -0.3 | -5.1 | 1.6 | -19.1 | 110.7* | 14.3 | 12.2
CCCn1c(SCC(=O)N2c3ccc(F)cc3CCC2C)nnc1-c1ccccn1 (stereo not given) | 0.5 | -1.1 | -0.1 | 0.6 | 0.0 | -0.4 | 5.0 | 8.1 | 9.7
O=C(Nc1cc(C(F)(F)F)ccc1Cl)c1cccnc1 | 0.1 | -0.2 | -0.2 | -1.7 | 2.9 | -2.3 | -13.8 | 6.1 | 1.7
COc1ccc(C(CNC(=S)NCc2ccccc2)N2CCCC2)cc1 (stereo not given) | -0.1 | 4.6 | -0.5 | 2.9 | 1.0 | -4.8 | -1.4 | 15.5 | -85.7

(more compounds)
SMILES | MsrA inh | SKN-1 block | Tb MetRS inh | MsrA act | MT1-MMP act inh | FAS TE block | eLon inh | NRP1-CendR mod | PABP1 MLLE inh
CCOC(=O)C1(C)CCCCN1C(=O)c1cccnc1 (stereo not given) | -0.9 | -10.9 | -0.3 | -6.9 | 1.1 | 4.3 | -1.4 | -2.1 | 3.3
Cc1onc(-c2ccccc2Cl)c1C(=O)N1CC(C)CC(C)C1 (stereo not given) | 2.0 | 7.1 | -0.5 | 2.5 | 0.0 | -2.1 | 13.2 | 12.0 | 1.1
CN1C(=O)[C@@H]2C[C@@]3([C@@]45C[C@H]6C(=O)N(C)[C@@H](Cc7ccccc7)C(=O)N6[C@@H]4Nc4ccccc45)c4ccccc4N[C@H]3N2C(=O)[C@@H]1Cc1ccccc1 | -0.2 | -9.2 | -0.3 | -4.2 | 4.0 | -2.2 | -3.8 | 5.5 | -10.4
COc1ccc(N(CC(=O)NCc2ccc(F)cc2)S(=O)(=O)c2c(C)noc2C)cc1 | 0.8 | 9.7 | -0.4 | -1.3 | 0.4 | 4.7 | -3.5 | 5.0 | -0.7
CC(NC(=O)CC1Sc2ccccc2NC1=O)c1ccccc1 (stereo not given) | 0.0 | 5.7 | 0.0 | -3.1 | 5.8 | -0.6 | 11.3 | -13.8 | -18.3
CCOC(=O)C1=NN(C(C)=O)C2(CC(=O)N(c3ccc(C)c(C)c3)C2=O)C1 (stereo not given) | -0.9 | 2.1 | 0.2 | -3.1 | 1.0 | -4.4 | -0.9 | -17.2 | 8.6
Cc1oc2nc(SCCCC(=O)NCCCO)nc(N)c2c1C | -0.7 | 0.5 | 0.6 | -1.3 | 0.2 | -4.6 | -8.2 | 10.4 | 8.6
O=C(CN1CCN(C(=O)CN2C(=O)NC3(CCCC3)C2=O)CC1)Nc1cccc(F)c1 | -1.4 | 9.8 | -0.2 | 0.1 | -1.5 | -10.2 | -9.8 | 4.4 | -15.9
O=C(c1ccc2c(c1)OCO2)C1CCCN(Cc2ccc3cccc(F)c3n2)C1 (stereo not given) | 0.1 | 7.5 | -0.3 | -1.5 | -0.3 | 12.5 | -6.4 | 2.7 | 8.6
Oc1ccc(Nc2ccc3ccccc3c2)cc1 | 0.7 | 29.6 | 0.0 | -0.8 | 8.1 | 5.9 | -12.7 | -17.3 | 14.1
CCOc1nc(C)ccc1-c1noc(CC)n1 | 0.9 | -10.0 | -1.2 | -7.5 | 0.0 | -8.1 | -4.1 | 8.8 | -6.8
CCCCn1nnnc1C(c1ccccc1)N1CCN(c2c(Cl)cncc2Cl)CC1 (stereo not given) | 0.1 | 6.6 | -0.2 | -2.5 | -12.3 | 27.5 | 9.4 | 0.6 | /
O=C(Nc1cccc(S(=O)(=O)C(F)(F)F)c1)[C@@H]1O[C@H](CO)[C@@H](O)[C@H]1O | 1.6 | 8.8 | -0.3 | -5.7 | -0.1 | -10.2 | 7.0 | 2.9 | -2.0
COCCCN(CC(=O)Nc1ccc(N2CCOCC2)cc1)S(=O)(=O)c1ccc(Cl)cc1 | -0.2 | 11.1 | -0.4 | -2.6 | -1.2 | -2.1 | 5.3 | 11.9 | -4.6
Clc1cccc(Cl)c1COc1ccccn1 | -0.7 | 4.8 | -1.3 | -1.5 | -2.5 | -11.4 | -7.0 | -0.5 | 3.8
CCCC(=O)N1CCCC1(C)C(=O)NCc1c(F)ccc(C)c1F (stereo not given) | -0.5 | 15.2 | -0.2 | -3.2 | 0.6 | -7.1 | -7.5 | -1.9 | 5.7
